M4 ag = agonists of human muscarinic M4 receptor (CHRM4); AID 624127; P08173; activation, % at 3 µM; actives 0.14% (n = 360,000); CHO-K1 hM4/Gqi5, Fluo-8 calcium fluorescence; vehicle 0%, full acetylcholine response 100%;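 active = activation above the run mean over all test wells plus 3 SD, cut at about 32% in these data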;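 also: peak over basal fluorescence ratio per well then scaled between controls; 0% = DMSO wells and 100% = acetylcholine at EC100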
Target sequence (P08173 whole entry, looked up): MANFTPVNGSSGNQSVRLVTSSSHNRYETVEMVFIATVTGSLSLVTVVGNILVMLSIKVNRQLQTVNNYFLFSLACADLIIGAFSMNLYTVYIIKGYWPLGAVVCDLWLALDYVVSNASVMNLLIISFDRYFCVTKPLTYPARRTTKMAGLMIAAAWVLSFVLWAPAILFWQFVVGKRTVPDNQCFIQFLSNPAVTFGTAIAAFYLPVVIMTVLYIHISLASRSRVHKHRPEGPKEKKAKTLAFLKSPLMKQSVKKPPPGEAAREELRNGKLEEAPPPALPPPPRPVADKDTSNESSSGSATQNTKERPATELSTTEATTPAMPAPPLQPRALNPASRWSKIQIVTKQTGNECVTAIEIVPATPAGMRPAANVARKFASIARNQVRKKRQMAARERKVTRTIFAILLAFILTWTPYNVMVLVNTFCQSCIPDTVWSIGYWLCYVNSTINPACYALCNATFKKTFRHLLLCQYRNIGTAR
CHO-K1 Ca antag = M1 antagonist counterscreen hit in parental CHO-K1 cells; ATP-induced calcium, Fluo-8 fluorescence; actives 0.6% (n = 360,000); AID 602250; inhibition, % at 3 µM;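 active = inhibition above a per-plate cutoff, the plate's mean sample inhibition plus 3 SD, cut at about 24% in these data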;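 also: 0% = DMSO plus EC80 ATP and 100% = DMSO alone without ATP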
M1 PAM parental = M1 PAM counterscreen hit in parental CHO-K1 cells; ATP EC20, Fluo-8 calcium fluorescence; 0% at ATP EC20, 100% at ATP max; actives 0.02% (n = 360,000); activation, % at 3 µM;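 active = activation above the run cutoff, the mean activation of all test compounds plus 3 SD, cut at about 40% in these data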;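 also: peak over basal fluorescence ratio in a 140 s read after ATP addition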
CHRM5 antagonist = CHRM5 antagonism in calcium assay | actives 0.59% (n = 360,000) | inhibition, % at 3 µM | CHO-hM5 cells, Fluo-8 calcium fluorescence, ACh EC80;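 active = inhibition above a per-plate cutoff, the mean of that plate's test compounds plus 3 SD, cut at about 27% in these data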;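 also: 0% = acetylcholine EC80 with DMSO and 100% = DMSO without agonist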
Target sequence (P08912 whole entry, looked up): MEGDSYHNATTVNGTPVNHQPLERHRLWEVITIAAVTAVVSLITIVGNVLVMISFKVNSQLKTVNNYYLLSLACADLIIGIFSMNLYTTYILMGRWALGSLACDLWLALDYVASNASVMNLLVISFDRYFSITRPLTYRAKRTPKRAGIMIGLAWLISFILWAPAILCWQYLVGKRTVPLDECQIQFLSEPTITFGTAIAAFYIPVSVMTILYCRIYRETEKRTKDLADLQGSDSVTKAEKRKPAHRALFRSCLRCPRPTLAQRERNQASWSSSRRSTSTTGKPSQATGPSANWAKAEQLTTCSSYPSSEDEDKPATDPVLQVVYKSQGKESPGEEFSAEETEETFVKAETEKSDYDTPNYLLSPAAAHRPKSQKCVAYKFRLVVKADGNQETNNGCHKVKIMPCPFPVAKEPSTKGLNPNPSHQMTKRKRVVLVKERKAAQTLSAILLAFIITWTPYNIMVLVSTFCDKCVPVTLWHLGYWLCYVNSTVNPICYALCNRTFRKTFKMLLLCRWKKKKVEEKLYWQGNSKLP
CHO-K1 Ca ag = counter-screen for M1 agonists: effect in parental CHO-K1 cells; actives 0.48% (n = 360,000); AID 602248; Fluo-8 calcium fluorescence; scaled to maximal ATP response, vehicle zero; activation, % at 3 µM; in the data active = activation above about 15%;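 also: untransfected CHO-K1 host cells lacking M1 receptor as counterscreen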
CHRM5 agonist = CHRM5 agonism in calcium assay. CHO-K1 hM5 cells, Fluo-8 calcium fluorescence; 0% DMSO wells, 100% maximal acetylcholine response. P08912. activation, % at 3 µM. actives 0.19% (n = 360,000);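 active = activation above the run's mean over test compounds plus 3 SD, cut at about 23% in these data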;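 also: signal is peak over basal fluorescence ratio across the kinetic read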
M4 PAM = CHRM4 positive allosteric modulation; activation, % at 3 µM; actives 0.4% (n = 360,000); CHO-K1 hM4/Gqi5, Fluo-8 calcium fluorescence, ACh EC20; 0% = ACh EC20, 100% = maximal ACh;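 active = activation above its plate's cutoff, the mean activation of sample wells plus 3 SD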; also: some results filed as inactive read as strong as hits
CHRM5 PAM = positive allosteric modulators of human muscarinic M5 receptor | P08912 | CHO-K1 hM5, Fluo-8 calcium, ACh EC20 PAM; 0% = ACh EC20, 100% = ACh EC100 | actives 0.3% (n = 360,000) | activation, % at 3 µM | AID 624038;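 active = activation above the run cutoff, the mean activation of all test compounds plus 3 SD, cut at about 18% in these data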
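system = human M5 receptor in CHO-K1 cells | reagent = EC20 acetylcholine as agonist stimulus | compound dosing = single-point, 3 µM nominal | incubation = Fluo-8 loading 80 min at 37 °C plus 30 min room temperature | detection = Fluo-8 calcium dye fluorescence, kinetic read | benchmarks = low control EC20 acetylcholine (0%), high control EC100 acetylcholine (100%)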
M4 antag = blocks acetylcholine activation of human M4 receptor; CHO-hM4 cells, ACh EC80, Fluo-8 calcium fluorescence; actives 0.73% (n = 360,000); inhibition, % at 3 µM; AID 624125;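 active = inhibition above its plate's cutoff, the mean inhibition of sample wells plus 3 SD, cut at about 27% in these data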;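 also: 0% = acetylcholine EC80 with DMSO and 100% = DMSO without agonist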
Active calls of the source: *.

SMILES	M4 ag	CHO-K1 Ca antag	M1 PAM parental	CHRM5 antagonist	CHO-K1 Ca ag	CHRM5 agonist	M4 PAM	CHRM5 PAM	M4 antag
CC1(C(=O)O)CCCN1C(=O)c1cccc(F)c1 (centres undefined)	0	11	-21	10	-0.9	2	3	0	-10
Cc1cccc2sc(NNC(=O)C3COc4ccccc4O3)nc12 (centres undefined)	1	11	11	-3	-0.2	-1	2	-3	1
O=c1c2ccccc2cnn1CCOc1cccc(Br)c1	1	-14	-12	8	0.1	-2	-4	-4	11
CCOC(=O)N1CCN(Cc2nc3cc(NC(=O)CC)ccc3n2CC)CC1	17	-3	7	12	5.0	1	-8	-10	-6
O=C1CCCN1CC1CCCN(Cc2nc(COc3ccccc3)no2)C1 (centres undefined)	1	-12	13	1	0.3	-1	-11	4	2
COc1ccc(-c2cc(C(F)(F)F)nc(SCCC(=O)N3CCN4CCCC4C3)n2)cc1 (centres undefined)	1	1	-4	3	0.1	-12	5	-9	-5
COc1ccc(-c2cc3nc(-c4ccccc4)cc(N4CCCC(O)C4)n3n2)cc1 (centres undefined)	6	-4	9	7	2.2	1	-9	-8	-5
CCN(CC)S(=O)(=O)c1ccc(OC)c(N)c1	1	-10	16	5	0.1	-2	1	2	8
O=C1C=C(c2ccc(Cl)c(C(F)(F)F)c2)C[C@@H](c2ccc3c(c2)OCO3)C1	0	5	-1	13	-0.3	1	3	-3	0
N#CCCN(C(=O)COC(=O)CNS(=O)(=O)c1ccc2ccccc2c1)c1ccccc1	3	-8	5	14	0.7	0	7	-8	-7
CC(C)(C)c1ccc(-c2nnc(SC3CCOC3=O)n2Cc2ccccc2)cc1 (centres undefined)	-2	-5	21	0	2.0	0	-7	-3	-8
CCN(CC)C(=O)COc1ccc(/C(C)=N/NC(=O)c2ccccc2O)cc1	1	-4	3	4	0.4	-2	-12	-6	9
COc1ccc(S(=O)(=O)N2CCOCC2)cc1NC(=O)Cc1coc2cc(C)ccc12	3	-6	-13	3	0.8	-2	4	-1	-13
CCN(CC)S(=O)(=O)c1ccc2nnn(OCC(=O)Nc3cccc(C#N)c3)c2c1	14	-6	16	5	5.9	4	-12	-16	6
CC(C)OCCCn1c(=O)c2ccccc2n2c(CCC(=O)NC3CCN(Cc4ccccc4)CC3)nnc12	0	-8	2	11	-0.4	-8	-10	-2	12
Cc1cc(C)n(CCNC(=O)c2cc(COc3c(F)cccc3F)on2)n1	3	-7	0	-2	0.8	-2	-2	6	1
O=S(=O)(O)c1cc(O)c(N=Nc2ccc(O)cc2O)c2ccccc12	0	-14	31	0	0.3	2	4	3	-9
O=C(COC(=O)/C=C/c1ccc(Cl)cc1)Nc1ccccc1	3	-5	21	1	1.6	5	-2	-1	-3
O=C(Cc1ccccc1[N+](=O)[O-])NNC(=O)Nc1ccc2c(c1)OCO2	1	0	-16	-2	0.6	-2	1	5	-3
Cc1ccc2nc3sc(C(=O)N4CCOCC4)c(N)c3cc2c1	0	3	-4	5	-0.1	0	-7	-8	7
Cc1ccc(CNC(=O)CNC(=S)N(Cc2ccccc2)Cc2cccnc2)cc1	7	-18	10	6	3.8	-2	10	2	-12
CCc1noc(C)c1C(=O)Nc1ccc(C#N)cc1	1	6	-14	0	0.3	2	10	3	-4
COc1ccc(Cl)cc1NC(=O)COC(=O)CNC(=O)c1ccc([N+](=O)[O-])c(C)c1	2	4	10	-3	1.8	-3	-3	-2	-5
C=CCN1C(=O)c2ccc(C(=O)N3CCN(c4ccccc4OC)CC3)cc2C1=O	3	12	-8	13	1.7	0	-2	-7	3
COCCCNC(=O)CCc1c(C)nc2c(-c3ccc(F)cc3)c(C)nn2c1C	0	-2	7	-8	0.0	1	-6	10	9
C=Cn1c(N2CCOCC2)nc2c1c(=O)[nH]c(=O)n2C	2	5	2	-8	0.3	-3	2	-1	11
CNC(C)C#Cc1ccc2sc3cccc(OC)c3c(=O)c2c1 (centres undefined)	2	3	-10	-2	-0.2	2	3	11	6
O=C(O)c1ccccc1NC(c1ccccc1)c1ccc(Cl)cc1 (centres undefined)	-2	-10	-11	12	-0.9	-5	-2	-5	-4
O=C(CN1C(=O)C2C3C=CC(C3)C2C1=O)Nc1cccc2c1CCCC2 (centres undefined)	0	-10	18	-8	1.1	-4	0	1	0
Cc1cc(=O)oc2c3c(cc(OCC(=O)NCC(O)c4ccccc4)c12)OC(C)(C)CC3 (centres undefined)	1	-2	1	4	-0.2	2	5	-3	-15
Nc1cc2c(cc1N)-c1ccccc1C2	1	-3	-5	14	-0.2	3	-4	-12	-4
COc1ccc(CN2CCN(Cc3ccc(OC)c(OC)c3OC)CC2)cc1	1	-10	11	-11	0.1	-5	-5	0	-10
CCOc1ccc(S(=O)(=O)Nc2ccccc2C(=O)N/N=C/c2c(OC)ccc3ccccc23)cc1	2	17	-4	10	0.3	-2	-7	-8	5
CCc1nc2ccc(C(=O)NCCOc3ccc(OC)cc3)cn2c1N(C)C(=O)C1CCCCC1	1	-3	11	14	0.4	-2	1	-3	-6
Cc1cccc(N2CC(C(=O)OCC(=O)Nc3sccc3C(N)=O)CC2=O)c1C (centres undefined)	15	-3	-3	7	5.3	6	-7	-6	-6
COc1ccc(CNC(=O)c2c(O)c3cccc4c3n(c2=O)CCC4)cc1OC	0	-8	17	-2	-0.2	-1	7	-1	-9
CCOC(=O)c1c(NC(=O)CSc2nc3ccccc3c(=O)n2-c2ccc(F)cc2)sc(C(C)=O)c1C	1	-5	20	-8	0.6	-3	1	6	-2
CN1Cc2c(N3CCOCC3)nc3sc(C(=O)c4ccccc4)c(N)c3c2CC1(C)C	3	-8	16	-2	1.4	2	6	8	0
NC(=O)C1CCN(CC(=O)N2N=CCC2c2ccccc2)CC1 (centres undefined)	0	4	0	4	0.4	-8	-6	-3	7
COc1ccc(CNC(=S)NNC(=O)c2cc3ccccc3o2)cc1	0	-13	-18	6	0.0	-1	-4	4	3
Cc1cc(N)n(-c2nc(-c3cccnc3)nc3ccccc23)n1	10	12	-8	21	2.1	-6	-5	-9	6
CCc1cc2cc(C)ccc2nc1SCC(=O)Nc1cc(C)on1	0	12	-5	3	-0.4	0	-6	-7	5
Nc1ccc2nc(C3CCCCC3)[nH]c2c1	4	0	14	2	0.1	-2	-2	-4	5
Cc1[nH]c(C)c(S(=O)(=O)N(Cc2ccccc2)C(C)C)c1C(=O)N1CCCC1	0	-1	-17	13	0.1	-2	-3	-5	13
C/C=C(/C)C(=O)Nc1cccc(C2=NOC3(C2)C[C@@H](C(N)=O)N(C(=O)C2(C)CC2)C3)c1 (some centres undefined)	0	2	-21	7	0.1	-1	0	8	5

Random excerpt: seven entries already listed, in no set order.
SMILES	M4 ag	CHO-K1 Ca antag	M1 PAM parental	CHRM5 antagonist	CHO-K1 Ca ag	CHRM5 agonist	M4 PAM	CHRM5 PAM	M4 antag
O=c1c2ccccc2cnn1CCOc1cccc(Br)c1	1	-14	-12	8	0.1	-2	-4	-4	11
O=C1CCCN1CC1CCCN(Cc2nc(COc3ccccc3)no2)C1 (centres undefined)	1	-12	13	1	0.3	-1	-11	4	2
C=CCN1C(=O)c2ccc(C(=O)N3CCN(c4ccccc4OC)CC3)cc2C1=O	3	12	-8	13	1.7	0	-2	-7	3
CNC(C)C#Cc1ccc2sc3cccc(OC)c3c(=O)c2c1 (centres undefined)	2	3	-10	-2	-0.2	2	3	11	6
CCOC(=O)N1CCN(Cc2nc3cc(NC(=O)CC)ccc3n2CC)CC1	17	-3	7	12	5.0	1	-8	-10	-6
CCOC(=O)c1c(NC(=O)CSc2nc3ccccc3c(=O)n2-c2ccc(F)cc2)sc(C(C)=O)c1C	1	-5	20	-8	0.6	-3	1	6	-2
C/C=C(/C)C(=O)Nc1cccc(C2=NOC3(C2)C[C@@H](C(N)=O)N(C(=O)C2(C)CC2)C3)c1 (some centres undefined)	0	2	-21	7	0.1	-1	0	8	5

(cont.)
SMILES	M4 ag	CHO-K1 Ca antag	M1 PAM parental	CHRM5 antagonist	CHO-K1 Ca ag	CHRM5 agonist	M4 PAM	CHRM5 PAM	M4 antag
O=C(O)COc1ccccc1/C=N/NC(=O)CN1CCN(Cc2ccccc2Cl)CC1	0	-9	-6	13	0.2	-1	-2	-3	13
Cc1ccc(C(C(=O)NC(C)(C)C)N(Cc2ccccc2)C(=O)c2snc(C(N)=O)c2N)o1 (centres undefined)	7	3	8	8	3.0	-2	-6	-11	-1
S=C(Nc1ccc(Cl)cc1)Nc1cccc2cnccc12	5	-3	15	7	3.8	1	-3	-8	-9
Fc1ccc(-c2nc3c(-c4ccc(Cl)cc4)cnn3cc2CCN2CCOCC2)cc1	1	-7	14	5	6.2	1	7	6	-1
CC(OC(=O)c1ccccc1)C(=O)NCc1ccco1 (centres undefined)	0	14	-12	-3	-0.2	3	-1	-3	12
CSc1ccc(Cl)c(C(=O)NCC(C)C)c1	0	0	7	2	0.0	-2	-8	-1	7
CCOC(=O)c1cc(CC)sc1NC(=O)CCC(=O)O	-1	-7	7	-3	-0.5	1	14	4	-1
COC(=O)c1cccnc1Oc1ccccc1	0	-8	20	6	0.8	2	-13	-1	-15
CCOC(=O)CNc1cccc(C(F)(F)F)c1	1	1	-10	10	-0.1	2	2	-6	6
C=CCn1c(N2CCCC2)nc2c1c(=O)[nH]c(=O)n2C	0	-19	13	1	0.3	1	8	5	-2
CNC(=S)N(Cc1ccc(OC)cc1)Cc1cc2cccc(C)c2[nH]c1=O	1	13	-7	6	-0.3	1	6	-2	2
Cc1ccc(NC(=S)N/N=C/c2cccn2Cc2ccccc2F)cc1	0	-15	11	2	0.7	-3	-18	-11	2
CCN1CCCc2cc(CN(CCN3CCOCC3)C(=S)Nc3ccc(OC)c(OC)c3)ccc21	1	-6	-15	2	0.3	-7	11	2	-1
O=C(NCCc1ccc(F)cc1)c1n[nH]c2ccccc12	4	-22	18	-7	1.6	-2	-7	5	0
Cc1cccc(C)c1OCC(=O)N/N=C/c1cccnc1	1	-16	4	-4	1.6	-2	1	3	-12
COC(=O)c1ccc(N)cc1O	1	-1	-3	-5	0.1	-4	14	22*	2
Cc1ccc(S(=O)(=O)N(CC2CO2)c2ccccc2[N+](=O)[O-])cc1 (centres undefined)	0	-4	7	6	-0.4	-3	-1	-5	8
CSCCC(NS(=O)(=O)c1ccc(C)cc1C)C(=O)Nc1cccnc1 (centres undefined)	11	2	-6	6	3.2	4	-3	-15	5
Cc1ccc2c(c1)COc1c3ccc(C(=O)NCCO)cc3nn1-2	3	-11	10	-5	-0.1	2	4	6	4
N/C(Cc1ccc([N+](=O)[O-])cc1)=N\OC(=O)c1ccc2ccccc2c1	1	-5	11	2	0.2	-2	9	-7	9
COc1ccc(C(C)=O)cc1Cn1c(C)c(C(=O)NCc2ccc(C(F)(F)F)cc2)sc1=O	13	-11	16	5	4.5	17	-9	-15	7
Cc1ccccc1-c1cnn(-c2cccc([N+](=O)[O-])c2)c1N	3	-10	17	-2	2.1	-3	-3	-4	-4
CCOC(=O)CC(NC(=O)CCc1c(C)nc2nc(C)nn2c1C)c1ccc(OC(C)C)cc1 (centres undefined)	1	1	6	-11	-0.4	1	4	9	-13
Cc1ccc(NC(=O)C(C)NC(=O)OCc2ccccc2)cc1C (centres undefined)	-1	-17	13	5	-0.8	-6	3	-4	2
CC(=O)Nc1ccc(C(=O)n2nc(C)cc2C)cc1	0	-5	-9	2	0.5	1	2	4	5
CC1CCN(C(=O)CSc2n[nH]c(-c3cccs3)n2)CC1	1	4	-6	-3	0.7	0	-6	-4	0
O=C1C(=C(I)I)c2ccccc2-c2ccccc21	5	7	-13	18	0.3	-6	1	5	14
